KOR beta-arrestin-1: KOR agonists, beta-arrestin recruitment, primary screen, cell-based, luminescence, uHTS (AID 1777). one-dose activation, % at 10 µM; EC50 in µM for titrated hits. KOR beta-arrestin recruitment, luminescence; higher % means a stronger effect. actives 0.02% (n = 280,000); in the data active = activation above about 50%, passing the limit was not always enough; also: a part of the inactive calls stands beside numbers as strong as those of hits
GPR55 beta-arrestin: selective activators of receptor GPR55 – imaging, U2OS cells, beta-arrestin-GFP redistribution, primary screen (AID 1961); activation, % at 10 µM; hits with a dose series show EC50 in µM; actives 0.048% (n = 290,000); U2OS GPR55 beta-arrestin-GFP redistribution imaging; higher % means a stronger effect;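 active = activation above 40% with more than 50 cells counted in the well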;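 also: U2OS osteosarcoma cells stably expressing GPR55 and beta-arrestin-GFP; plate controls were DMSO negative control for no effect and LPI positive control for full effect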
NTR1 agonist: NTR1-driven beta-arrestin-GFP spot formation – imaging, U2OS cells, high content, primary screen (AID 493036) | P30989 | actives 0.17% (n = 330,000) | agonist mode | activation, % at 20 µM;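 active = activation at or above 40% of the spot to cytoplasm intensity ratio, with at least 20 cells analyzed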;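 also: 0% = DMSO without peptide and 100% = 100 nM NTR1 peptide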
Target sequence (P30989 whole entry, looked up): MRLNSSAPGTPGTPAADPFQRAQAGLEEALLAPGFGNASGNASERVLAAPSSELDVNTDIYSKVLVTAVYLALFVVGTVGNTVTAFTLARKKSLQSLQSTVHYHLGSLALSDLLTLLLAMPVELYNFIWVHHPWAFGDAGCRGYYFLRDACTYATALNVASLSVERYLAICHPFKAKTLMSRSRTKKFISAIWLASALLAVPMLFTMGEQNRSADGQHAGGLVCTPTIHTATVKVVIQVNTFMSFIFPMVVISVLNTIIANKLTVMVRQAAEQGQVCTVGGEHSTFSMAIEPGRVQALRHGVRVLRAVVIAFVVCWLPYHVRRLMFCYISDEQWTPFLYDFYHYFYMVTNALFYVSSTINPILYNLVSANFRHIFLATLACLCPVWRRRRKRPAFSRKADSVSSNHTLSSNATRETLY
NOD1 inhibition: NOD1 signaling inhibitors, primary screen, cell-based, luminescence, uHTS (AID 1578). NOD1-driven NF-kB luciferase reporter cells, luminescence; higher % means a stronger effect. one-dose inhibition, % at 4 µM; EC50 in µM for titrated hits. actives 1% (n = 290,000); in the data active = inhibition mostly above about 36%, no sharp cut-off; inactive = mostly below about 34%;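 also: HEK-293T reporter cells stimulated with the NOD1 agonist gamma-tri-DAP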
GPR35 antagonists: GPR35 antagonists blocking zaprinast-driven arrestin recruitment, primary screen, imaging, U2OS, beta-arrestin-GFP, zaprinast agonist (AID 2058); inhibition, % at 10 µM; hits with a dose series show IC50 in µM; U2OS GPR35 beta-arrestin-GFP translocation imaging, zaprinast antagonism; higher % means a stronger effect; actives 0.052% (n = 290,000);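 active = inhibition of at least 50% with at least 30 cells and total cytoplasm GFP at most 10,000,000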
K1F lysis inhibition: inhibition of K1F phage lysis, E. coli UTI89, bacterial capsule biogenesis inhibitors, alamar blue (AID 488966); E. coli UTI89 K1F phage lysis, alamar blue, 2 h; higher % means a stronger effect; inhibition, % at 100 µM; hits with a dose series show IC50 in µM; actives 0.02% (n = 340,000);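 active = phage lysis inhibition, versus mean bacterial control, above a set limit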;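 also: capsule biogenesis inhibitors block K1F phage lysis so surviving cells raise fluorescence; higher fluorescence means more inhibition of phage lysis; actives were called in the ten point dose series up to 300 µM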
GPR55 LPI antagonism: inhibition of LPI-stimulated GPR55 beta-arrestin translocation – imaging, U2OS, beta-arrestin-GFP, LPI agonist, primary screen (AID 2013); U2OS GPR55 beta-arrestin-GFP translocation imaging, LPI antagonism; higher % means a stronger effect; inhibition, % at 10 µM; hits with a dose series show IC50 in µM; actives 0.13% (n = 290,000);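 active = spots per cell inhibited over 60%, with over 100 cells counted and total cytoplasm intensity under 500,000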;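 also: U2OS cells stably carrying GPR55 and arrestin-GFP stimulated by 5 µM LPI near EC80; imaged beta-arrestin-GFP aggregate spots per cell after agonist stimulation; plate controls were LPI-stimulated DMSO wells for no effect and DMSO wells without LPI for full effect; some results filed as inactive read as strong as hits; confirmed hits need IC50 under 10 µM and bright autofluorescent wells are also inconclusive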
Rac1 GTP hydrolysis: MgcRacGAP GTPase-activating activity inhibitors, confirmation, biochemical, ADP Hunter fluorescence; MgcRacGAP-stimulated Rac1 GTP hydrolysis, ADP Hunter fluorescence; higher % means a stronger effect; GST-tagged Rac1 F28L mutant substrate; inhibition, % at 30 µM; hits with a dose series show IC50 in µM; actives 0.6% (n = 340,000); AID 624330;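 active = first-screen hits whose inhibition reached a set limit at any dose in the follow-up dose series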;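 also: fluorescence reports GDP produced by GAP-driven GTP hydrolysis; strong numbers were not always called active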
KOR beta-arrestin-2: kappa opioid receptor blockers – cell-based, luminescence, uHTS (AID 1778); actives 0.091% (n = 290,000); inhibition, % at 10 µM, or IC50 in µM where a hit was titrated; KOR beta-arrestin recruitment, luminescence, antagonist mode; higher % means a stronger effect; in the data active = inhibition above about 50%; also: strong numbers were not always called active
NTR1 agonist cell count 20 µM: also measured in NTR1 agonist; calls as there; cell count; measured here: cell count, cytotoxicity flag
* = called active by the depositor; / = no result given; [ ] = remark or other dose.

Keys: A = KOR beta-arrestin-1; B = GPR55 beta-arrestin; C = NTR1 agonist; D = NTR1 agonist cell count 20 µM; E = NOD1 inhibition; F = GPR35 antagonists; G = K1F lysis inhibition; H = GPR55 LPI antagonism; I = Rac1 GTP hydrolysis; J = KOR beta-arrestin-2
> Cc1nc(Oc2cccc(Cl)c2)c2oc3ccccc3c2n1
  A: -10%	B: 0.0%	C: 4.7	D: 81	E: 18%	F: 4%	G: 2.5%	H: -13%	I: -6%	J: -2%
> COc1ccc(C(=O)Nc2ccccc2C(=O)NCCN2CCOCC2)cc1
  A: -0.9%	B: -0.1%	C: 1.5	D: 40	E: 2%	F: 22%	G: 10%	H: -1%	I: 2%	J: -63%
> O=c1c2cc([N+](=O)[O-])ccc2nc2n1CCCC2
  A: 1.4%	B: -0.1%	C: 0.2	D: 39	E: -3%	F: 16%	G: 0.1%	H: 1%	I: 11%	J: -17%
> COc1ccc(/C=C/c2c([N+](=O)[O-])c(=O)n(C)c(=O)n2C)c(OC)c1OC
  A: -2.0%	B: -0.9%	C: -0.8	D: 112	E: -9%	F: 12%	G: 1.5%	H: 4%	I: 1%	J: 8%
> Cc1c(C)n(CCCN(C)C)c2ncnc(NCc3ccccc3)c12
  A: 3.8%	B: 0.4%	C: -1.3	D: 109	E: -8%	F: -4%	G: -0.2%	H: -4%	I: 11%	J: -6%
> CCOC(=O)C1CCCN(C(=O)Cn2sc3nc(C)cc(C)c3c2=O)C1 (stereo not drawn)
  A: 11%	B: -0.1%	C: -1.4	D: 80	E: -14%	F: 3%	G: -1.4%	H: -19%	I: 8%	J: -14%
> COc1ccc(CN(Cc2ccc(C(=O)O)cc2)C(=S)Nc2ccc(C)cc2)cc1OC
  A: 0.5%	B: 0.1%	C: 0.6	D: 54	E: 6%	F: 1%	G: 0.2%	H: 0%	I: 9%	J: -12%
> CCOC(=O)C1=C(CC)Nc2ccccc2N=C1NC(=O)c1ccc(S(=O)(=O)N2CCOCC2)cc1
  A: -2.8%	B: -0.4%	C: 0.7	D: 55	E: -24%	F: -3%	G: -0.3%	H: 2%	I: 13%	J: 16%
> Cc1ccc(C(C(=O)NC2CCCC2)N(Cc2ccccc2)C(=O)c2csnn2)o1 (stereo not drawn)
  A: -1.8%	B: 0.0%	C: -0.2	D: 51	E: -39%	F: -8%	G: -0.4%	H: 84%	I: 5%	J: -8%
> Cc1ccc(-n2c(SCn3nnc4ccccc4c3=O)nnc2-c2cccnc2)c(C)c1
  A: 8.9%	B: 0.2%	C: -0.6	D: 51	E: 10%	F: -10%	G: -0.1%	H: -2%	I: 1%	J: -36%
> Cc1ccc2c(c1)c(C1=NC(=S)NC1=O)c(O)n2C
  A: 11%	B: 0.7%	C: 1.5	D: 31	E: 3%	F: -9%	G: -0.4%	H: 5%	I: -4%	J: -29%
> CCOCCCNC(=S)NCCCNc1nc2c(C)cc(C)cc2cc1C#N
  A: /	B: -0.1%	C: /	D: /	E: -25%	F: 3%	G: -0.7%	H: -7%	I: -6%	J: -103%[20 µM]
> Cn1c(=O)c(=O)n(C)c2cc(S(=O)(=O)N3CCCC3C(=O)Nc3ccccc3F)ccc21 (stereo not drawn)
  A: -1.5%	B: 0.5%	C: 2.6	D: 57	E: -14%	F: -1%	G: 3.3%	H: -7%	I: 5%	J: -22%[20 µM]
> COc1ccc(CN2CCn3ncc(C(=O)Nc4cccc(C)c4)c3C2=O)cc1
  A: -1.7%	B: -0.4%	C: 2.9	D: 54	E: -2%	F: -2%	G: 0.5%	H: 8%	I: 2%	J: 18%
> COc1cccc(NC(=O)CCC2CCN(C(=O)c3ccc(C(C)=O)s3)CC2)c1
  A: -2.3%	B: -0.1%	C: -1.0	D: 55	E: -13%	F: 14%	G: 0.3%	H: 9%	I: 8%	J: 3%
> COc1cccc2c(=O)cc(C)n(CC(=O)Nc3ccc(Br)cc3)c12
  A: 5.6%	B: 0.3%	C: -0.5	D: 39	E: 4%	F: -16%	G: 0.6%	H: -2%	I: 14%	J: -3%
> CCSc1ccc2nnc(-c3cccs3)n2n1
  A: -1.3%	B: 0.0%	C: 2.9	D: 58	E: -33%	F: 3%	G: -0.1%	H: -10%	I: 9%	J: -15%
> Cc1ccc(CNC(=O)COC(=O)CCCOc2ccc(Cl)cc2Cl)cc1
  A: 0.9%	B: -0.2%	C: -0.5	D: 85	E: -4%	F: -7%	G: 1.6%	H: 9%	I: -2%	J: -35%
> Cc1ccccc1C(O)c1ccncc1 (stereo not drawn)
  A: 4.3%	B: 0.0%	C: -1.5	D: 61	E: 7%	F: 2%	G: 4.1%	H: 12%	I: 5%	J: -12%
> Cc1cc(C)cc(N(C(=O)c2sc(C)nc2C)C(C(=O)NC(C)(C)C)c2ccncc2)c1 (stereo not drawn)
  A: 1.0%	B: 0.1%	C: -1.2	D: 49	E: -27%	F: -2%	G: 0.2%	H: -1%	I: 1%	J: -11%
> CCN(C(=O)COC(=O)/C=C/c1cccc([N+](=O)[O-])c1)c1ccccc1
  A: -6.8%	B: -0.4%	C: 0.1	D: 62	E: -32%	F: 3%	G: 0.1%	H: -11%	I: 1%	J: 15%
> CNCCCOc1ccc(C)cc1Br
  A: -2.4%	B: -0.1%	C: -2.8	D: 64	E: 14%	F: -8%	G: 1.1%	H: 1%	I: 30%	J: -12%
> CCCCN(C)C(=S)Nc1ccc2nc3n(c(=O)c2c1)CCCCC3
  A: -1.5%	B: 0.4%	C: -0.4	D: 76	E: -15%	F: 3%	G: 3.2%	H: -6%	I: 10%	J: 10%
> N#CCCn1c(SCC(=O)c2c[nH]c3ccccc23)nc2ccccc21
  A: 1.5%	B: 0.3%	C: -1.0	D: 45	E: -11%	F: 12%	G: 0.5%[50 µM]	H: 17%	I: 15%	J: -2%
> COc1cc(NC(=O)c2cccs2)cc(OC)c1
  A: -4.7%	B: 0.4%	C: 1.3	D: 56	E: -17%	F: 17%	G: 0.2%	H: 22%	I: 10%	J: -5%

Some values from the entries so far.
Under GPR55 LPI antagonism, COc1cc(NC(=O)c2cccs2)cc(OC)c1 is entered as 22%
Under NTR1 agonist, O=c1c2cc([N+](=O)[O-])ccc2nc2n1CCCC2 is entered as 0.2

New compounds follow.
Keys: A = KOR beta-arrestin-1; B = GPR55 beta-arrestin; C = NTR1 agonist; D = NTR1 agonist cell count 20 µM; E = NOD1 inhibition; F = GPR35 antagonists; G = K1F lysis inhibition; H = GPR55 LPI antagonism; I = Rac1 GTP hydrolysis; J = KOR beta-arrestin-2
> Cc1cccc(-c2cc(C(=O)NCc3ccccn3)c3ccccc3n2)c1
  A: -3.3%	B: -0.3%	C: 0.2	D: 47	E: -23%	F: 5%	G: -0.8%[50 µM]	H: -5%	I: 8%	J: 12%
> Cc1ccccc1-n1c(=O)cc(N2CCC3(CC2)OCCO3)[nH]c1=O
  A: 4.0%	B: -0.3%	C: -0.5	D: 64	E: -46%	F: 6%	G: -0.1%	H: -8%	I: -4%	J: -1%
> CS(=O)(=O)N(CC(=O)NCc1ccccn1)c1ccc2c(c1)OCCO2
  A: 1.7%	B: -0.2%	C: 1.3	D: 50	E: -1%	F: -2%	G: 0.1%	H: -10%	I: 0%	J: -11%
> COc1cc(C(=S)N2CCOCC2)cc(OC)c1OC(=O)c1ccccc1[N+](=O)[O-]
  A: 1.3%	B: -0.1%	C: 0.9	D: 56	E: -7%	F: 4%	G: -1.2%	H: 0%	I: 5%	J: 2%
> Cn1ncc(Cl)c1C(=O)NCc1ccco1
  A: -1.4%	B: 0.0%	C: 0.4	D: 80	E: -30%	F: -10%	G: 0.4%	H: 3%	I: 31%	J: -30%
> CCOc1ccc(/C=N/N2C(C)CCCC2C)cc1 (stereo not drawn)
  A: -6.1%	B: -0.1%	C: -0.5	D: 65	E: -11%	F: 14%	G: 0.2%	H: 19%	I: 5%	J: -24%
> CCOC(=O)c1ccc(NC(=S)Nc2ccc(Cl)cn2)cc1
  A: 0.3%	B: -0.2%	C: -0.3	D: 29	E: -37%	F: 15%	G: 0.0%	H: 4%	I: 0%	J: -18%
> Cc1sc2nc(C3CC3)nc(SCC(=O)N3CCCc4ccccc43)c2c1C
  A: 3.2%	B: -0.2%	C: 8.8	D: 48	E: -24%	F: -19%	G: /	H: 6%	I: /	J: 6%
> O=C(NNC(=S)Nc1ccccc1)c1ccccc1[N+](=O)[O-]
  A: /	B: 0.3%	C: 0.1	D: 49	E: -34%	F: -3%	G: -0.7%	H: 16%	I: 5%	J: 16%[20 µM]
> Cc1cc(C(=O)NCc2cccs2)nn1C
  A: 3.0%	B: -0.1%	C: -0.7	D: 60	E: -6%	F: 1%	G: 0.2%	H: 5%	I: 6%	J: -28%
> O=C1c2cccnc2C(O)N1Cc1ccc(F)cc1 (stereo not drawn)
  A: 0.1%	B: -0.1%	C: -1.0	D: 46	E: 4%	F: -13%	G: 4.4%	H: 2%	I: 9%	J: 7%
> Cc1ccccc1N1CC(C(=O)Nc2ccc3c(c2)OCO3)CC1=O (stereo not drawn)
  A: 1.8%	B: -0.2%	C: 0.5	D: 48	E: -17%	F: -10%	G: 0.7%	H: 6%	I: 4%	J: -17%
> COc1ccc(C(O)(CCN2CCOCC2)c2ccccc2)cc1 (stereo not drawn)
  A: -3.2%	B: 0.0%	C: -0.4	D: 56	E: -3%	F: 5%	G: 0.1%	H: 4%	I: 3%	J: 10%
> CC(=O)C1C(c2ccc(Cl)cc2)c2c(n[nH]c2C)CC1(C)O (stereo not drawn)
  A: -0.5%	B: -0.2%	C: 0.1	D: 60	E: -17%	F: -2%	G: -0.2%	H: -3%	I: 0%	J: 0%
> COc1cc(-c2nnn(CC(=O)NCc3ccccc3)n2)cc(OC)c1OC
  A: -4.2%	B: 0.2%	C: 0.6	D: 82	E: -24%	F: -12%	G: 0.1%	H: -6%	I: 8%	J: 22%
> COc1cc(Cl)c(S(=O)(=O)N2CC(C)OC(C)C2)cc1Cl (stereo not drawn)
  A: -0.5%	B: -0.4%	C: -1.8	D: 79	E: -15%	F: 13%	G: 0.6%	H: -1%	I: 7%	J: -10%
> CN(C)CCNC(=O)Nc1ccc(Cl)c(Cl)c1
  A: 1.6%	B: -0.2%	C: -0.9	D: 60	E: /	F: 10%	G: 11%	H: -5%	I: 7%	J: -19%
> Cc1cc(C)n2c(SCC(C)C)nnc2n1
  A: /	B: -0.1%	C: -1.7	D: 32	E: -27%	F: 13%	G: 0.0%	H: 7%	I: -3%	J: 6%[20 µM]
> COc1cc(C(=O)Oc2ccccc2/C=N/NC(=O)c2ccc(Cl)cc2)cc(OC)c1OC
  A: 1.6%	B: 0.9%	C: -1.7	D: 66	E: -12%	F: -8%	G: -5.0%	H: -11%	I: -3%	J: -7%
> CSC1=NSC2=NC(=O)/C(=C\c3cccs3)C(=N)N12
  A: 0.2%	B: -0.2%	C: /	D: /	E: -30%	F: 2%	G: 1.2%[50 µM]	H: 3%	I: 11%	J: 25%

The list is partial. The share of hits here may be higher or lower than overall.
